# PLCg1 inh – blocks human PLC-gamma1 enzyme activity | inhibition, % at 12.2 µM | purified PLC-gamma1, fluorogenic substrate, fluorescence | P19174 | AID 720700 | 370,000 tested, 0.84% active; in the data active = inhibition above about 9.5%
# ARFGAP1 inh – rat ARFGAP1 inhibition. Q62848. Arfgap1-stimulated ARF1 GTP hydrolysis, GDP FP detection. inhibition, % at 16.5 µM. 360,000 tested, 0.26% active;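 active = inhibition above a per-plate limit, mean inhibition of low control wells plus 3 SD, cut at about 25% in these data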;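 note: 0% = DMSO wells with enzyme and 100% = wells lacking Arfgap1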
# Target sequence (Q62848 1-136 limits assumed): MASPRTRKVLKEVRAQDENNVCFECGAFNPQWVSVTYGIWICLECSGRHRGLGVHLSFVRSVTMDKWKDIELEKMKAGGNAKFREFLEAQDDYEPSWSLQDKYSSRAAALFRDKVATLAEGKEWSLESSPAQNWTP
#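 material = rat Arfgap1 catalytic domain, aa 1-136 | also added = human ARF1(Δ1-17)-GTP substrate | compound dosing = one concentration, 16.5 µM, DMSO 1.26% | times = GTP hydrolysis reaction 2 h at 25 °C | measured by = FP, GDP Alexa 633 tracer displaced from anti-GDP antibody, 620/688 nm | evaluation = percent inhibition of Arfgap1-stimulated GTP hydrolysis | replication = single well per compound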
# ASAP1 inh – inhibitors of human ASAP1 ArfGAP activity | ASAP1-stimulated ARF1 GTP hydrolysis, GDP FP detection | inhibition, % at 16.5 µM | 360,000 tested, 0.19% active | AID 624377; in the data active = inhibition above about 25%;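 note: 0% = vehicle with enzyme and substrate and 100% = no enzyme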
# ADAM17 inh – inhibits human ADAM17. P78536. recombinant ADAM17, EDANS/DABCYL FRET peptide cleavage. inhibition, % at 6.95 µM. 370,000 tested, 0.83% active. AID 720648;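 active = inhibition above the mean of compounds lying between control limits plus 3 SD, set per campaign, cut at about 8.5% in these data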;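 note: 0% = DMSO-only wells as the low control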
# MBD2 inh – MBD2-methylated oligo binding inhibition; Q9UBB5; TR-FRET, MBD2 binding to methylated oligonucleotide; inhibition, % at 4.4 µM; 370,000 tested, 0.31% active; AID 686964; in the data active = inhibition above about 13%
# Target sequence (Q9UBB5 whole entry, looked up): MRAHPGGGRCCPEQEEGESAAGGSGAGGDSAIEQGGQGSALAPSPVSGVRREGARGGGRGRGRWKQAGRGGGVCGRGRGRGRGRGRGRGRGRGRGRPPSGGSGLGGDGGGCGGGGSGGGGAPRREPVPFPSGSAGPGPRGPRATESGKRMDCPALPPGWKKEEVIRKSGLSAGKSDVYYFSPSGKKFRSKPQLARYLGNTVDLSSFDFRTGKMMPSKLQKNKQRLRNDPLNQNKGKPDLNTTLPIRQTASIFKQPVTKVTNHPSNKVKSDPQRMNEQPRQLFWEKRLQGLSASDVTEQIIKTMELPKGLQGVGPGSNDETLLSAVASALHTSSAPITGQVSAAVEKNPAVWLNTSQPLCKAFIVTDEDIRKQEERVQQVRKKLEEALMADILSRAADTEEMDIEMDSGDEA
# Tn6 DDE FP – inhibitors of Tn6 peptide binding to human fibrin DD(E); P02675; Fibrin DD(E) TRITC-Tn6 fluorescence polarization displacement; inhibition, % at 8.3 µM; 370,000 tested, 0.21% active;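 active = inhibition above a per-campaign cutoff: mean of compounds within control limits plus 3 SD, cut at about 15% in these data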;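 note: 0% = median of all compound wells on the plate and 100% = blocking peptide control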
# Target sequence (P02675 whole entry, looked up): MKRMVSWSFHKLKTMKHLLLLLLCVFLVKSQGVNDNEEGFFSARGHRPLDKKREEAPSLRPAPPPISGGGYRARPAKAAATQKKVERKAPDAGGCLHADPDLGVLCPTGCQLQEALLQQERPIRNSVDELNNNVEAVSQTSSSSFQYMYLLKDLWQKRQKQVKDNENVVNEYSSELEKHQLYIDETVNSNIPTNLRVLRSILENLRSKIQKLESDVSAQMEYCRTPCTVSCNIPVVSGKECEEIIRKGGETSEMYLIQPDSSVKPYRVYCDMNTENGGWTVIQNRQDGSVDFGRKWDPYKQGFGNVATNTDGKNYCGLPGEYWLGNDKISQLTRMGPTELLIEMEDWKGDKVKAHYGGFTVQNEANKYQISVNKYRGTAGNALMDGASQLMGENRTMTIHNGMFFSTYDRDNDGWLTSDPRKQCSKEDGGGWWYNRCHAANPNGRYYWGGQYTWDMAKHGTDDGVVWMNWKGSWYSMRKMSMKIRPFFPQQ
# KLK7 zymogen act – activates the human kallikrein-7 zymogen | P49862 | purified proKLK7, EDANS-DABCYL substrate fluorescence; 100% is mature enzyme control, 0% vehicle | activation, % at 7 µM | 370,000 tested, 0.9% active;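 active = activation above the mean of all tested compounds plus 3 SD, computed per campaign excluding outliers beyond control limits, cut at about 13% in these data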
# UHRF1 binding – human UHRF1 methylated DNA binding inhibitors. UHRF1 binding to methylated oligo, TR-FRET. 370,000 tested, 0.75% active. Q96T88. AID 687016. inhibition, % at 4.4 µM; in the data active = inhibition above about 21%;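 note: UHRF1 SRA domain binding a hemimethylated CpG hairpin DNA probe; 0% = median of test compound wells and 100% = reference inhibitor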
# DDE Tn7 FP inh – disrupts Tn7 cyclic peptide binding to fibrin D-Dimer-E complex; P02675; FP displacement of FITC-Tn7 peptide from fibrin DD(E); 0% = median of compound wells per plate; inhibition, % at 8.3 µM; 370,000 tested, 0.13% active;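 active = inhibition above the mean of compounds falling within the control limits plus 3 SD of them, cut at about 14% in these data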;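 note: 0% = plate median of compound wells and 100% = 10 µM Aha-Tn7 peptide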
#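 Assay system: Human fibrin DD(E) protein | Medium: Tris buffer with calcium and detergent, pH 7.8 | Reagent: 0.1 µM fluorescent Tn7 | Compound dosing: Single point at 8.3 µM | Times: 10 min preincubation, 3 h with tracer, room temperature | Detection: Fluorescence polarization of the labelled Tn7 tracer | Controls: Aha-Tn7 high control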
# PLC-beta3 inh – blocks human PLC-beta3 enzyme activity; Q01970; Purified PLC-beta3, fluorogenic substrate, fluorescence; inhibition, % at 12.2 µM; 370,000 tested, 0.18% active; AID 720704; in the data active = inhibition above about 11%;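 note: 0% = median of compound wells on plate and 100% = full blocker control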
# The depositor's hits bear a star; i = inactive; / = not tested or not shown. This is a random part of the collection; 4.1% or so of the library scored in one or more.
(1) Cc1nn(C)c(Cl)c1C(=O)NCC(=O)O
(2) Nc1ccc2c(c1)C(O)c1ccc(Cl)cc1-2 (stereo unspecified)
(3) S=c1[nH]nc(-c2ccc(Cl)cc2)n1Cc1ccccc1
(4) COC(=O)C(C)N(c1ccc(OC)cc1)S(C)(=O)=O (stereo unspecified)
(5) CC(=O)Nc1ccc(NC(=O)c2ccc(-c3ccc([N+](=O)[O-])cc3)o2)cc1
(6) CC(CCc1ccccc1)NC(=O)COC(=O)c1ccccc1Br (stereo unspecified)
(7) COC(=O)c1cc(C)sc1NC(=O)CN1CCN(C(=O)C2CCCO2)CC1 (stereo unspecified)
(8) O=C(COc1ccccc1N1C(=O)C2C3C=CC(C3)C2C1=O)c1ccccc1 (stereo unspecified)
(9) CN(C)C(=O)CN1C(=O)NC(c2ccccc2)(c2ccccc2)C1=O
(10) O=C(Oc1ccccc1Cl)c1ccc(N2CCOCC2)c([N+](=O)[O-])c1
assay / entry	1	2	3	4	5	6	7	8	9	10
PLCg1 inh	3	-1	-7	-1	3	7	-1	1	3	1
ARFGAP1 inh	-3	6	3	4	62*	11	9	12	-3	4
ASAP1 inh	4	-11	-3	-2	130*	-13	-2	2	-2	-2
ADAM17 inh	1	2	0	-8	-2	-2	-6	0	0	2
MBD2 inh	1	-4	1	1	8	8	-1	-1	-5	-2
Tn6 DDE FP	-2	-5	1	3	-4	0	7	4	4	8
KLK7 zymogen act	-1.2	0.7	0.1	-0.1	-0.4	-0.4	0.1	0.4	-0.2	0.2
UHRF1 binding	-4	1	-2	-1	3	9	2	-1	1	0
DDE Tn7 FP inh	0	-2	8	10	0	1	4	0	0	-1
PLC-beta3 inh	-1	-6	-5	-1	-7	-12	-10	-3	3	3

(11) O=C(OCC(=O)N(Cc1ccccc1)Cc1ccccc1)c1cccc(O)c1
(12) CCOc1ccc(C(=O)OCC(=O)Nc2cc(S(=O)(=O)N3CCOCC3)ccc2N2CCOCC2)cc1
(13) CCCCOP(=O)(OCCCC)C(Nc1ccccc1)c1ccc2c(c1)OCO2 (stereo unspecified)
(14) COC(=O)Nc1sc2c(c1C(=O)N1CCOCC1)CCC(C)C2 (stereo unspecified)
(15) COc1cc(C(=O)c2ccccc2)c(OC)cc1C(=O)Nc1ccc(O)cc1
(16) COC(=O)C1CN(Cc2ccc(OC)cc2)CCS(=O)(=O)N1Cc1cn(Cc2ccccc2)nn1 (stereo unspecified)
(17) Cc1ccc(C(c2nnnn2C(C)(C)C)N2CCN(C3CCCC3)CC2)cc1 (stereo unspecified)
(18) CCN(C[C@H]1N[C@@](CC)(C(=O)OC)[C@H]2C(=O)N(C)C(=O)[C@@H]12)C(=O)Nc1ccc(OC)cc1
(19) O=C(COC(=O)CNC(=O)c1ccco1)Nc1ncc(Cl)cc1Cl
(20) O=C1CCCCc2sc(Br)c([N+](=O)[O-])c2N1
assay / entry	11	12	13	14	15	16	17	18	19	20
PLCg1 inh	-1	-2	0	-5	6	-3	4	-2	-28	-1
ARFGAP1 inh	-2	-6	-3	-2	0	/	-1	13	0	-5
ASAP1 inh	-1	-2	-6	4	5	/	4	-2	-4	8
ADAM17 inh	2	-1	5	-9	15*	-2	2	-5	-12	-3
MBD2 inh	2	-1	2	3	10	-6	1	-4	0	-1
Tn6 DDE FP	5	-2	1	5	-7	1	1	1	3	-2
KLK7 zymogen act	0.2	-0.6	0.4	-1.2	0.4	1.0	-0.3	0.6	0.8	0.2
UHRF1 binding	-1	0	3	2	27*	7	-3	-2	0	0
DDE Tn7 FP inh	12	5	-4	4	-5	7	3	-1	-8	2
PLC-beta3 inh	-5	-3	1	-9	8	2	2	-2	-31	-4

# Gathered by group: those above with four or more nitrogen atoms (three)
(16) COC(=O)C1CN(Cc2ccc(OC)cc2)CCS(=O)(=O)N1Cc1cn(Cc2ccccc2)nn1 (stereo unspecified)
(17) Cc1ccc(C(c2nnnn2C(C)(C)C)N2CCN(C3CCCC3)CC2)cc1 (stereo unspecified)
(18) CCN(C[C@H]1N[C@@](CC)(C(=O)OC)[C@H]2C(=O)N(C)C(=O)[C@@H]12)C(=O)Nc1ccc(OC)cc1
assay / entry	16	17	18
PLCg1 inh	-3	4	-2
ARFGAP1 inh	/	-1	13
ASAP1 inh	/	4	-2
ADAM17 inh	-2	2	-5
MBD2 inh	-6	1	-4
Tn6 DDE FP	1	1	1
KLK7 zymogen act	1.0	-0.3	0.6
UHRF1 binding	7	-3	-2
DDE Tn7 FP inh	7	3	-1
PLC-beta3 inh	2	2	-2

# An excerpt from above with just DDE Tn7 FP inh and KLK7 zymogen act:
nr | canonical_smiles | DDE Tn7 FP inh | KLK7 zymogen act
13 | CCCCOP(=O)(OCCCC)C(Nc1ccccc1)c1ccc2c(c1)OCO2 (stereo unspecified) | -4 | 0.4
14 | COC(=O)Nc1sc2c(c1C(=O)N1CCOCC1)CCC(C)C2 (stereo unspecified) | 4 | -1.2

# (more compounds)
(21) Cc1cc(C)c(C(=O)CSc2nnc(N)s2)cc1C
(22) COC(=O)C1CN(Cc2ccc(F)cc2)CCS(=O)(=O)N1Cc1cn(Cc2ccc(F)cc2)nn1 (stereo unspecified)
(23) CC(OC(=O)c1cccc(S(=O)(=O)N2CCOCC2)c1)C(=O)NCC1CCCCC1 (stereo unspecified)
(24) Cc1cc2cc3c(=O)[nH]c(=O)nc-3n(CC(O)C(O)C(O)CO)c2cc1C (stereo unspecified)
(25) CC(C)CN(C(=O)CN1CCN(c2cccc(Cl)c2)CC1)c1c(N)n(CC(C)C)c(=O)[nH]c1=O
(26) CCOC(=O)CNNC(=O)Nc1ccc(Cl)c(Cl)c1
(27) Cc1c(Cl)cccc1NC(=O)CCS(=O)(=O)c1cccc2nonc12
(28) CCOc1ccc(NCc2nnc(SCc3ccc(Cl)cc3)n2-c2ccccc2)cc1
(29) COc1ccc(-c2ccc3c(c2)C2CC3CCN2C(=O)C(C)(C)C)cc1 (stereo unspecified)
(30) CC(C)c1cc(C(F)(F)F)n2nc(C(=O)Nc3ccc(-n4cnnn4)cc3)cc2n1
assay / entry	21	22	23	24	25	26	27	28	29	30
PLCg1 inh	9	-2	-3	i	-2	4	3	0	2	6
ARFGAP1 inh	7	/	-7	9	9	-5	5	4	-3	3
ASAP1 inh	8	/	3	0	7	-10	-2	-8	8	7
ADAM17 inh	2	-4	-3	i	-4	1	-5	4	-3	0
MBD2 inh	-1	3	-1	-1	-1	-6	5	-3	0	-1
Tn6 DDE FP	-4	-1	-2	-5	-3	-2	1	0	-4	0
KLK7 zymogen act	-0.2	0.5	0.1	48*	0.9	0.2	0.0	0.7	0.3	0.2
UHRF1 binding	1	9	2	-8	-1	-2	1	-1	-1	0
DDE Tn7 FP inh	4	1	0	6	-3	0	3	1	-4	1
PLC-beta3 inh	-6	0	-5	i	1	3	-4	0	0	-4

(31) Cc1ccc(CNc2nc3cc(-c4ccccc4C)sc3c(=O)n2C)c(C)c1
(32) COc1ccc(S(=O)(=O)N2CCC[C@H]2C(=O)NCc2ccc(Cl)cc2)cc1
(33) CN(C)C(CNC(=O)c1cccc(S(=O)(=O)Nc2ccc(SC(F)F)cc2)c1)c1ccccc1 (stereo unspecified)
(34) CCCn1c(SCCN2CCOCC2)nc2c1c(=O)n(C)c(=O)n2C
(35) COC(=O)c1cc(=O)nc2sc3ccccc3n12
(36) COc1ccccc1-c1ccc2c(c1)C(C)(Cc1ccc(F)c(Cl)c1)C(=O)N2 (stereo unspecified)
(37) Cc1ccc(C)c(-c2cc(C(=O)Nc3cccc(C(=O)O)c3)c3ccccc3n2)c1
(38) O=C(COc1coc(CN2CCc3ccccc32)cc1=O)N1CCCCC1
(39) Cc1ccc(NC(=O)CC2SC(=O)N(c3ccccc3)C2=O)cc1 (stereo unspecified)
(40) COC(=O)C=CSC(=S)C1CCCC1=N (stereo unspecified)
assay / entry	31	32	33	34	35	36	37	38	39	40
PLCg1 inh	0	0	-4	1	8	-1	0	-4	-2	1
ARFGAP1 inh	9	-9	-12	13	0	8	-2	4	0	3
ASAP1 inh	14	2	3	-12	-2	18	-4	0	4	-5
ADAM17 inh	-3	-2	-4	0	-8	8	2	-2	-2	-2
MBD2 inh	-3	-5	-1	-1	2	0	-5	0	0	-3
Tn6 DDE FP	4	2	0	3	-1	3	7	0	11	6
KLK7 zymogen act	0.3	-0.2	-0.5	0.4	-24	0.2	-0.7	0.0	-0.2	0.0
UHRF1 binding	-2	2	3	-1	2	1	1	-3	-8	-4
DDE Tn7 FP inh	-1	2	2	2	3	5	0	-4	4	6
PLC-beta3 inh	1	-9	-14	-3	-2	-3	-1	-4	-2	-1

# Nothing new here: two of the compounds above.
(39) Cc1ccc(NC(=O)CC2SC(=O)N(c3ccccc3)C2=O)cc1 (stereo unspecified)
(40) COC(=O)C=CSC(=S)C1CCCC1=N (stereo unspecified)
assay / entry	39	40
PLCg1 inh	-2	1
ARFGAP1 inh	0	3
ASAP1 inh	4	-5
ADAM17 inh	-2	-2
MBD2 inh	0	-3
Tn6 DDE FP	11	6
KLK7 zymogen act	-0.2	0.0
UHRF1 binding	-8	-4
DDE Tn7 FP inh	4	6
PLC-beta3 inh	-2	-1

# (list continues)
(41) COc1ccc(CC(=O)NCC2CCCN(Cc3ccccc3OC)C2)cc1 (stereo unspecified)
(42) Cc1ccccc1C(=O)N(C)c1ccccc1C(=O)NCc1ccccc1
(43) O=S(=O)(c1ccc(Br)s1)N1CCN(c2ccccn2)CC1
(44) Cc1ccc(-c2nnc(NC(=O)c3ccco3)s2)cc1
(45) OC[C@@H]1CN(Cc2ccc(F)cc2)C[C@H](n2cnc3c(N4CCCC4)ncnc32)O1
(46) CCCOc1ccc(S(=O)(=O)n2cc(Br)c(=O)[nH]c2=O)cc1
(47) CCN(CC)/C(=N/O)NC(=O)NS(=O)(=O)c1ccc(C)cc1
(48) Cc1ccc(NC(=O)COC(=O)CCc2ccccc2)cc1S(=O)(=O)N1CCOCC1
(49) O=C(NCC1CCCN1S(=O)(=O)c1cccs1)c1c(F)cccc1F (stereo unspecified)
(50) CCOc1ccc(C(=O)NCCCn2ccnc2)cc1
(51) Cc1ccccc1-c1cc2nc(C)c(Cl)c(=O)n2[nH]1
(52) Nc1ccn([C@H]2CS[C@@H](CO)O2)c(=O)n1
assay / entry	41	42	43	44	45	46	47	48	49	50	51	52
PLCg1 inh	2	0	3	-12	3	1	-1	1	-4	8	-1	-2
ARFGAP1 inh	3	9	-12	2	-10	-3	4	-4	-5	-5	6	-8
ASAP1 inh	3	3	0	1	3	-1	0	9	-1	-6	6	0
ADAM17 inh	-10	0	-1	-2	-1	-2	-2	-1	-7	1	-7	-5
MBD2 inh	9	3	-1	1	-2	1	1	4	9	2	-1	5
Tn6 DDE FP	-2	-2	4	-1	4	-4	-1	3	-1	7	4	-2
KLK7 zymogen act	-0.4	0.7	-0.7	-0.9	-0.1	0.1	-0.2	0.3	0.1	0.3	0.5	0.6
UHRF1 binding	6	4	-2	-2	-1	-6	-1	1	9	13	4	0
DDE Tn7 FP inh	5	-6	-6	4	-7	1	-7	6	2	-6	-4	-1
PLC-beta3 inh	1	-2	2	-18	2	0	2	-6	-15	5	-10	0

# Screens deposited in PubChem BioAssay by The Scripps Research Institute Molecular Screening Center.
